Source: PubChem BioAssay
E-sel TNF inh – E-selectin induction blockers in HUVEC – imaging, immunofluorescence, high content, primary screen; HUVEC TNFa-induced E-selectin immunofluorescence; inhibition, % at 2 µM; actives 0.71% (n = 120,000); AID 1246, 2008;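 active = inhibition above the batch mean plus 3 SD, and confirmed as a hit on visual image review, cut at about 43% in these data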;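 note: 0% = TNF-stimulated DMSO wells and 100% = unstimulated control wells; not every result past the cut was called active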
GALR2 blocker – GALR2 antagonists in receptor-expressing cells, primary screen. Galanin receptor type 2 (Homo sapiens), O43603. actives 0.39% (n = 140,000). antagonist mode. inhibition, % at 4 µM. AID 828, 2007; in the data active = inhibition above about 27%;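 note: cells stimulated with galanin 1-16 at roughly its EC80; 0% = agonist challenge control and 100% = basal control without agonist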
Target sequence (O43603 whole entry, looked up): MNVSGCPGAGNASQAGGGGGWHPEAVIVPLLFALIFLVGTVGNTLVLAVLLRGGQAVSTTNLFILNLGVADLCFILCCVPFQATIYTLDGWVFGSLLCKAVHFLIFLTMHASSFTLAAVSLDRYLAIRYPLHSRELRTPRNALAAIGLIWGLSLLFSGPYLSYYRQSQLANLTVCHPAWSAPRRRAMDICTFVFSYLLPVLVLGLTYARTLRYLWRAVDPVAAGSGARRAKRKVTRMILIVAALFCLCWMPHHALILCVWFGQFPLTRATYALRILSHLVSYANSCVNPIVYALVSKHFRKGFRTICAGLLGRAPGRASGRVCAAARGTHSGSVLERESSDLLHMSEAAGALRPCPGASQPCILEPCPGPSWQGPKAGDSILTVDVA
NPY Y2 blocker – NPY-Y2 receptor antagonists, primary screen, cell-based | actives 0.99% (n = 140,000) | inhibition, % at 2.7 µM | NPY-Y2 expressing cells, antagonist mode | AID 793, 2007; in the data active = inhibition above about 17%;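 note: 0% = vehicle with agonist challenge and 100% = reference antagonist with challenge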
Target sequence (P49146 whole entry, looked up): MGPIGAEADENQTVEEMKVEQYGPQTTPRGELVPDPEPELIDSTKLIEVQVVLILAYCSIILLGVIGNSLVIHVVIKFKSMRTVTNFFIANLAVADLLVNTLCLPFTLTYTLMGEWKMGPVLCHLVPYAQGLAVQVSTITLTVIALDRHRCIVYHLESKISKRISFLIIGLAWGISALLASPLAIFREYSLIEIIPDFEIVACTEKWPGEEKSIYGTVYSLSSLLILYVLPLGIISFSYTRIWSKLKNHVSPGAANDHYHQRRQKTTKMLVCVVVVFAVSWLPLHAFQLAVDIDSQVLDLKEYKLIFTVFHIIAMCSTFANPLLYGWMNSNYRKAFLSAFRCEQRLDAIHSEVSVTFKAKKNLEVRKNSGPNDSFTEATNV
Phagocytosis inh – inhibitors of macrophage phagocytosis, primary screen, imaging, J774A.1 cells, IgG beads; J774A.1 macrophage IgG-bead phagocytosis; inhibition, % at 5 µM; actives 0.07% (n = 110,000); AID 1029, 2008;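 active = inhibition above the mean of the plate negative controls plus 5 SD, cut at about 13% in these data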;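 note: phagocytic index as fraction of beads internalized from green versus red external bead signal; plate controls were DMSO negative control for no effect and cytochalasin-D positive control for full effect; some results beyond the cut were filed as inactive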
* = called active by the depositor; x = not tested or not shown. These rows are one share of the data, so the mix of outcomes need not match the whole.

SMILES	E-sel TNF inh	GALR2 blocker	NPY Y2 blocker	Phagocytosis inh
CCOC(=O)c1ccccc1NC(=O)c1ccc2c(=O)n3c(nc2c1)CCCCC3	x	9.0	6.1	x
CC1(C)CC(NC(=O)C23CCC(C)(/C(=N/O)C2)C3(C)C)CC(C)(C)N1 (configuration not stated)	x	4.3	0.6	x
Cc1ccc(C(=O)/C=C/Nc2ccccn2)cc1	x	3.3	1.9	x
CCOCCOc1nc2c(c(=O)n(C)c(=O)n2C)n1Cc1ccc(C)cc1	x	2.9	1.7	x
Cc1ccc(S(=O)(=O)C(NC(=O)c2ccccc2)=C(Cl)Cl)cc1	x	5.5	4.0	x
COc1c(C)cccc1C(=O)Nc1cc(-c2nn3c(C)nnc3s2)ccc1C	x	4.0	2.8	x
Clc1ccc(Cl)c2sc(N3CCOCC3)nc12	x	2.3	7.8	x
Cc1ccc(C(=O)C2C(c3ccc(-c4ccccc4[N+](=O)[O-])o3)NC(=O)NC2(O)C(F)(F)F)cc1 (configuration not stated)	x	-6.6	-1.0	x
O=C(COC(=O)c1ccc(Br)o1)NCc1ccco1	x	-1.4	2.2	x
Cc1cc(OCC(=O)NCCCN2CCOCC2)cc(C)c1Cl	x	-3.6	2.0	x
CCOC(=O)c1c(NC(=O)CSc2nnc3c(n2)[nH]c2ccccc23)sc2c1CCN(C)C2	x	0.4	6.0	x
Cc1cc(C)n2c(SCCN3C(=O)c4ccccc4C3=O)nnc2n1	x	-1.5	-1.2	x
COc1ccc(N2CCN(C(=O)CSc3nnc4nc(C)cc(C)n34)CC2)cc1	x	-5.3	1.3	x
c1ccc(OCCSc2ncnc3nc[nH]c23)cc1	x	5.5	2.1	x
COc1cc2c(cc1OC)C(C(=O)NC1CC1)C1c3ccccc3CCN1C2=O (configuration not stated)	x	0.8	3.9	x
Cc1[nH]n(-c2ccccc2)c(=O)c1C(c1ccc(O)c([N+](=O)[O-])c1)c1c(C)[nH]n(-c2ccccc2)c1=O	x	-11.4	1.5	x
CC(C)CNC(=O)C(=O)NC1CCCC1	x	0.3	0.2	x
COc1ccc(NC(=S)NCCCn2ccnc2)cc1	x	-6.9	2.3	x
O=C(c1ccc(Cl)cc1)N1CCN(c2ccc([N+](=O)[O-])c(NCc3cccnc3)c2)CC1	x	-4.2	0.5	x
Cc1cccc(N2CCN(C(=O)Cn3nc(Cc4ccncc4)c4ccccc4c3=O)CC2)c1C	x	-8.0	3.1	x
Cc1noc(/C=C/N(C)C)c1S(=O)(=O)N1CCCC(C(=O)NCCC2=CCCCC2)C1 (configuration not stated)	x	8.8	-1.6	x
CCCCCSc1nc2c(c(=O)[nH]c(=O)n2C)n1CC	x	2.1	3.4	x
Cc1cc(/C=C2/SC(=S)N(c3cccc(C(F)(F)F)c3)C2=O)c(C)n1-c1cccnc1	x	34.8*	13.3	x
CC(=O)N1CCc2c(sc(NC(=O)c3ccc(S(=O)(=O)N(C)C)cc3)c2C#N)C1	x	12.3	-0.1	x
CCOC(=O)c1ccc(NC(=O)C2CCN(S(=O)(=O)c3ccccc3)CC2)cc1	x	1.8	0.1	x
COc1ccc(C2C(Oc3ccccc3)C(=O)N2c2ccc(C)c(C)c2)cc1OC (configuration not stated)	x	-9.2	15.3	x
CCNC(=O)NC(=O)C(C)OC(=O)c1cccnc1SC (configuration not stated)	x	-2.0	4.0	x
c1csc(CNc2ncnc3sccc23)c1	x	12.0	4.3	x
S=C(Nc1ccc(Cl)cc1)N1CCOCC1	x	-7.0	0.8	x
O=S(=O)(NCCSCc1ccc(Cl)c(Cl)c1)c1ccc2c(c1)OCCO2	x	-0.4	8.7	x
CN(C)c1ccc(C(=O)Nc2ccc(S(=O)(=O)NC3=NCCCCC3)cc2)cc1	x	3.6	0.6	-0.9
Cc1nn(CC(=O)Nc2nnc(CC(=O)N3CCCC3)s2)c(=O)c2ccccc12	x	8.4	2.4	0.7
COc1cc(O)c(NC(C)=O)c2nonc12	x	-5.2	2.2	-0.9
CCCCP(=O)(c1ccccn1)c1ccccn1	x	-5.5	-0.1	-2.3
Cc1cc(C)n(S(=O)(=O)c2cccc(Cl)c2Cl)n1	x	0.4	2.1	-0.7
O=C(CSc1nnc(-c2ccc3c(c2)OCCO3)o1)NC1CCCCC1	x	-2.1	1.3	0.6
CCN(CC)C(=O)CSc1nc(O)cc(=O)n1-c1ccccc1OC	x	-2.6	-0.6	0.7
C=CCn1c(O)c(CN2CCOCC2)c(C)c(C#N)c1=O	x	0.2	1.7	-0.3
CCCCn1c2c(c3ccccc31)CCc1nonc1-2	x	-5.7	8.5	0.9
CCOC(=O)c1nnn(-c2nonc2N)c1COc1cc(C)c(Cl)c(C)c1	x	5.8	17.0	1.1
O=C(NC1=NCCS1)c1cccc(S(=O)(=O)N2CCCCC2)c1	x	-9.8	-1.5	-1.4
CCN(CC)S(=O)(=O)c1cccc(S(=O)(=O)c2cccc(S(=O)(=O)N(CC)CC)c2)c1	x	0.1	4.1	-0.6
COC(=O)c1cc(CSc2nc3ccc(C)cc3[nH]2)oc1C	x	4.5	5.2	-0.6
COc1cc(C2NC(=O)NC(C)=C2C(=O)OC2CCCCC2)cc(Br)c1O (configuration not stated)	x	-2.6	-1.2	-0.9
O=C(Nc1ccc2c(c1)OCO2)C1CCN(C(=O)CSc2ncnc3ccccc23)CC1	x	1.1	-0.4	0.1
Cn1nnnc1SCC(=O)Nc1ccc(Cl)cc1Cl	x	-2.7	0.8	-1.4
CCN(CC)c1ccc(C2Nc3cccc4cccc(c34)N2)c(O)c1	x	20.4	1.5	-2.6
O=c1c2ccccc2nc2c3ccccc3ncn12	x	-4.8	4.5	-1.1
COc1ccccc1N(Cc1cc2cccc(C)c2[nH]c1=O)C(=O)C(C)C	x	1.4	3.0	-1.0
Cc1cnc(C(=O)Nc2cccc3ncccc23)cn1	x	7.6	1.8	1.1
(listing goes on)
SMILES	E-sel TNF inh	GALR2 blocker	NPY Y2 blocker	Phagocytosis inh
COc1ccccc1NC(=O)CSc1nnc(-c2ccc(C)cc2)o1	x	1.1	0.7	-0.3
NS(=O)(=O)c1ccc(CCNc2nc(CN3CCOCC3)nc3sc4c(c23)CCC4)cc1	x	-0.6	3.1	1.6
Cc1cc(C)cc(NC(=O)CSCc2nc3c(nnn3Cc3ccc(F)cc3)c(=O)[nH]2)c1	18.5	0.4	4.9	x
Cc1cc(C)n(-c2cc(N3CCN(C(=O)c4ccccc4C)CC3)ccc2[N+](=O)[O-])n1	3.1	-9.2	0.9	x
CCOC(=O)N1CCN(c2ncnc3c2cnn3-c2ccc(OC)cc2)CC1	-0.2	-13.9	0.1	x
CCC(C)n1c(NC(=O)c2ccccc2)c(C#N)c2nc3ccccc3nc21 (configuration not stated)	4.7	1.6	1.0	x
CN1CCC(OC(=O)c2ccc(Br)cc2)CC1	-47.9	2.3	4.8	x
O=C(C1=C(O)C(=O)N(Cc2ccccc2)C1c1cccnc1)c1ccco1 (configuration not stated)	-10.9	-3.3	2.6	x
Cc1nc2ncnn2c(N2CCC(C(=O)NCC3CCCO3)CC2)c1Cc1ccccc1 (configuration not stated)	29.2	-21.6	1.6	x
Cc1cccc(CN2CCN(CC(=O)NCc3ccc(F)cc3)C2=O)c1	2.9	6.0	0.1	x

Single records, as listed above.
COc1ccccc1NC(=O)CSc1nnc(-c2ccc(C)cc2)o1 in the list: E-sel TNF inh = x; GALR2 blocker = 1.1; NPY Y2 blocker = 0.7; Phagocytosis inh = -0.3
Cc1cccc(CN2CCN(CC(=O)NCc3ccc(F)cc3)C2=O)c1 in the list: E-sel TNF inh = 2.9; GALR2 blocker = 6.0; NPY Y2 blocker = 0.1; Phagocytosis inh = x
CN1CCC(OC(=O)c2ccc(Br)cc2)CC1 in the list: E-sel TNF inh = -47.9; GALR2 blocker = 2.3; NPY Y2 blocker = 4.8; Phagocytosis inh = x

Some entries already given with just NPY Y2 blocker and Phagocytosis inh.
mol,NPY Y2 blocker,Phagocytosis inh
NS(=O)(=O)c1ccc(CCNc2nc(CN3CCOCC3)nc3sc4c(c23)CCC4)cc1,3.1,1.6
Cc1cc(C)cc(NC(=O)CSCc2nc3c(nnn3Cc3ccc(F)cc3)c(=O)[nH]2)c1,4.9,x
Cc1cc(C)n(-c2cc(N3CCN(C(=O)c4ccccc4C)CC3)ccc2[N+](=O)[O-])n1,0.9,x

Continued.
SMILES	E-sel TNF inh	GALR2 blocker	NPY Y2 blocker	Phagocytosis inh
Cc1sc2c(c1C)c(=O)nc1scc(C)n12	8.3	-8.0	3.9	x
Cc1ccc(C)c(N/C=C(\C#N)c2nc3ccccc3o2)c1	-7.9	16.5	4.5	x
CCC1Oc2ccc(C)cc2N(CC(=O)NCCc2ccc(OC)c(OC)c2)C1=O (configuration not stated)	27.5	1.0	1.4	x
Cc1ccc2cc(C#N)c(N3CCCN(S(=O)(=O)c4ccccc4)CC3)nc2c1C	10.1	8.9	3.5	x
Cn1c(=O)oc2cc(S(=O)(=O)NCC3CCCO3)ccc21 (configuration not stated)	9.5	14.1	2.3	x
Cc1nc(NC2=NCN(CCN3CCOCC3)CN2)nc2c(C)cccc12	9.4	2.6	1.3	x
O=C(c1ccco1)N1CCN(C(=O)c2cc(-c3ccncc3)nc3ccc(Br)cc23)CC1	-3.1	6.1	2.7	x
Cc1ccc(-n2nc(C(=O)N3CCN(C)CC3)c3c4ccccc4n(C)c3c2=O)cc1	-0.1	13.1	8.2	x
Clc1ccc(Oc2nc(N3CCOCC3)nc(N3CCOCC3)n2)c(C2CCCCC2)c1	-1.8	-10.4	-0.5	x
O=C(NC1(C(F)(F)F)NC(=O)N(Cc2ccccc2)C1=O)c1cccs1 (configuration not stated)	-36.1	-3.0	-0.9	x
O=C(Nc1ccccc1)N(CCc1ccncc1)C1CCCCC1	97.7*	1.1	2.3	x
Fc1ccc(-c2nnc(-n3nnc4ccccc43)c3ccccc23)cc1	-5.8	-8.7	2.7	x
Nc1nc(-c2cccnc2)nn1C(=O)CCc1ccccc1	-15.8	4.9	0.2	x
C=COCCNC(=O)C(=O)NCC(C)C	10.7	-0.2	1.3	x
Cc1ccc2c(C)nc(NC3=NCN(C(C)C)CN3)nc2c1	-32.9	-2.5	5.5	x
O=C(Cc1cccs1)Nc1ccc(-c2nnc(-c3ccccc3)o2)cc1	12.5	8.3	3.9	x
CCC1Oc2ccccc2N(CC(=O)NCCCN2CCOCC2)C1=O (configuration not stated)	25.8	12.9	-0.7	x
O=C(Cn1ccc2ccccc2c1=O)NCCC(=O)N1CCN(C(=O)c2ccco2)CC1	-2.5	-5.4	0.6	x
CCN(CC)CCCN1C(=O)C(O)=C(C(=O)c2ccc(C)o2)C1c1ccco1 (configuration not stated)	-2.4	-2.3	-0.5	x
CCN(CC)CCCN1C(=O)C(=O)/C(=C(/O)c2cnn(-c3ccccc3)c2C)C1c1ccncc1 (configuration not stated)	3.2	-5.7	-2.7	x
N#Cc1cc2c(=O)n3ccccc3nc2n(CC2CCCO2)c1=N (configuration not stated)	8.6	-4.5	2.0	x
CCC(=O)c1ccc(OC(=O)c2ccc(Br)o2)cc1	-4.5	3.3	5.7	x
CCCCCCn1c(CN2CCCCC2)nc2c1c(=O)n(C)c(=O)n2C	-9.9	-11.1	8.8	x
CCOC(=O)c1c(-c2ccccc2)oc2cc(CN(C)C)c(O)c(CN(C)C)c12	-7.7	15.3	3.5	x
CN(C=O)CP(=O)(O)CCN1CCCC1=O	-5.7	-2.6	2.3	x
CCCCCc1c(O)nc(SCC(=O)O)[nH]c1=O	24.0	-13.0	3.4	x
CC1(C)CC(=O)c2cc(C(=O)N3CCCCC3)c(=O)n(-c3ccc(Cl)cc3)c2C1	18.9	-0.7	2.7	x
CCn1c(SCC(=O)Nc2ccc(NC(=O)c3ccco3)cc2)nnc1-c1cccs1	2.2	7.0	3.4	x
O=C(c1ccc(NS(=O)(=O)c2cccc3cccnc23)cc1)N1CCOCC1	-22.6	-14.3	0.4	x
CCOC(=O)c1cnc(-n2nc(C)cc2C)nc1Nc1cccc(C(C)=O)c1	-18.2	5.2	1.7	x
O=C(O)Cn1cnc2scc(-c3cccs3)c2c1=O	-2.9	0.6	1.1	x
O=C(Nc1ccccc1C(=O)O)c1cccc(F)c1	-10.1	-1.1	3.8	x
CCOC(=O)c1sc(NC(=O)CSc2nc(-c3ccco3)cc(C(F)(F)F)n2)c(C(=O)OC(C)C)c1C	-6.2	3.2	3.4	x
COc1ccc(OC)c(NC(=O)c2cc3n(n2)C(C(F)(F)F)CC(c2ccc4c(c2)OCO4)N3)c1 (configuration not stated)	-40.2	-6.8	0.8	x
COc1ccc(C(C(=O)NC2CCCCC2)N(C(=O)c2ccco2)c2ccc(-n3cnnn3)c(C)c2)cc1 (configuration not stated)	-6.5	-10.9	-0.3	x
COc1cc(-c2nc3ccccn3c2/N=C/c2cc(OC)c(OC)c(OC)c2)ccc1O	5.9	-1.5	0.4	x
Cc1sc2nnn(CC(=O)N3CCN(C(=O)c4ccco4)CC3)c(=O)c2c1C	2.1	-10.1	0.6	x
COc1ccc(OC)c2sc(NC(=O)C3COc4ccccc4O3)nc12 (configuration not stated)	4.2	-0.9	0.4	x
